Screening results from PubChem.
G9a inh: inhibitors of human histone lysine methyltransferase G9a. actives 8.8% (n = 350,000). Q96KQ7. AID 504332. Potency, µM (highest dose often 102 µM), for inactives: at the top dose activity, negative = inhibition, most hits filed as inhibitors. G9a H3K9 monomethylation, AlphaScreen, 2 h; note: % is set by controls: 0 for no effect and ±100 for the full control effect; nearly all actives have a fitted effect of over 75% in size
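Enzyme 20 nM + cpd, 15 min RT; add b-H3K9 pep 500 nM / SAM 20 uM; 2 h RT; anti-H3K9me1 Ab 0.5 ug/mL + SA donor / anti-rabbit acceptor beads 20 ug/mL each, 10 min; AlphaScreen read.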
Pin1 inhibitor: inhibitors of human Pin1; Q13526; Potency, µM (titrated, usually from 115 µM), without a hit: top-dose activity, negative = inhibition, hits mostly inhibitors; actives 0.009% (n = 390,000); Pin1 FP peptide displacement, HiFluor488, 10 min; active = well fitted inhibition curve with a large enough effect in the polarisation, with a control signal flat, not every such curve was filed as active; inconclusive = small, poorly fitted or top-dose-only effect, or effect the other way, or a change in a side signal; inactive = no such curve, though single readings can be large or run the other way; the % refers to the polarisation; note: % is set by controls: 0 for no effect and ±100 for the full control effect
Target sequence (Q13526 whole entry, looked up): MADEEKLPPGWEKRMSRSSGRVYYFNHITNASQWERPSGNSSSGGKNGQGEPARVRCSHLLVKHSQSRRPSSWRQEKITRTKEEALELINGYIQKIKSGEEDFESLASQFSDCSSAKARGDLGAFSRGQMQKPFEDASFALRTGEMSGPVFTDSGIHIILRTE
Pol iota inh: blocks human DNA polymerase iota activity | AID 588590 | Q9UNA4 | Pol iota fluorescent replication assay, 10 min | actives 1% (n = 390,000) | Potency, µM (series often up to 115 µM), for the others: at the highest dose activity, negative = inhibition, usual class: inhibitors
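Pol iota at 10 nM preincubated 15 min with compounds at room temperature; reaction started with fluorescent substrate, 50 nM final. Fluorescence read kinetically at 0 and 10 min; buffer-only wells as negative control.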
HP1b chromo inh: blocks HP1-beta chromodomain binding to methylated histone tails; Potency, µM (series often up to 114 µM), for inactives: top-dose activity change, negative = inhibition, actives largely listed as inhibitors; actives 0.56% (n = 390,000); AlphaScreen HP1-beta / biotin-H3K9me3 peptide binding; P83916; note: nearly all actives have a fitted effect of over 70% in size; inactives centre near 23
Target sequence (P83916 whole entry, looked up): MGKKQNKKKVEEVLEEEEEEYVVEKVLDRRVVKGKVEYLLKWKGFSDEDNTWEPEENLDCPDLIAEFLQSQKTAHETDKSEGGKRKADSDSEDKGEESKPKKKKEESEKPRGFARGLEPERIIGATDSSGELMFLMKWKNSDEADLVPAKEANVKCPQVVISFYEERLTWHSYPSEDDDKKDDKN
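AlphaScreen: HP1-beta (50 nM) preformed 30 min with biotin-H3(1-18)K9me3 peptide (50 nM) in PBS pH 7.4, 0.01% Tween-20. Compound added for 30 min at RT, then streptavidin donor/nickel chelate acceptor beads (10 ug/mL) for 30 min.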
PGK inhibitor: blocks T. brucei phosphoglycerate kinase | PGK/GAPDH coupled, Kinase-Glo luminescence, 60 min | Potency, µM (highest dose often 57.5 µM), for inactives: at the top dose activity change, negative = inhibition, actives largely listed as inhibitors | actives 0.043% (n = 380,000) | AID 602233; note: % is set by controls: 0 for no effect and ±100 for the full control effect; nearly all actives have a fitted effect of over 60% in size
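Recombinant glycosomal PGK reaction used 1,3-bisphosphoglycerate generated in-well by GAPDH (100nM final) in 100mM TEA pH 7.6, 5mM MgCl2, 0.01% Tween-20. After 60 minutes at room temperature, ATP was read by Kinase-Glo Plus luminescence end-point.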
BAZ2B block: inhibitors of human BAZ2B bromodomain | AlphaScreen BAZ2B-H3K14Ac peptide displacement | Q9UIF8 | AID 504333 | actives 4.4% (n = 360,000) | Potency, µM (doses to about 114 µM), for the others: at the highest dose activity change, negative = inhibition, hits mostly inhibitors; note: % is set by controls: 0 for no effect and ±100 for the full control effect; nearly all actives have a fitted effect of over 60% in size
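AlphaScreen displacement: compounds (up to 110uM) incubated 30 min at room temperature with a preformed 50 nM BAZ2B/50 nM biotinylated H3K14Ac peptide complex in PBS pH 7.4 with Tween-20. Donor and acceptor beads at 10 ug/mL final added, 20 min light-protected before reading.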
JMJD2A Tudor inh: JMJD2A Tudor domain (human) inhibition. O75164. AlphaScreen JMJD2A-Tudor / H3K4me3 peptide binding. Potency, µM (series often up to 114 µM), inactives show top-dose activity change, negative = inhibition, actives largely listed as inhibitors. actives 4.4% (n = 390,000). AID 504339; note: % is set by controls: 0 for no effect and ±100 for the full control effect; nearly all actives have a fitted effect of over 50% in size
BLM inh: Bloom syndrome helicase (human) inhibition; recombinant BLM DNA unwinding, fluorescence dequenching; Potency, µM (highest dose often 56.1 µM), inactives show top-dose activity change, negative = inhibition, usual class: inhibitors; P54132; actives 0.2% (n = 350,000);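 note: plate controls were vehicle for no effect and no enzyme for full effect; nearly all actives have a fitted effect of over 35% in size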
GLS inhibitor: inhibitors of human glutaminase (GLS); O94925; GLS enzymatic activity, qHTS titration; Potency, µM (highest dose often 45.5 µM), for the others: at the top dose activity change, negative = inhibition, most hits filed as inhibitors; actives 0.21% (n = 410,000); AID 624170; note: % is set by controls: 0 for no effect and ±100 for the full control effect
Target sequence (O94925 whole entry, looked up): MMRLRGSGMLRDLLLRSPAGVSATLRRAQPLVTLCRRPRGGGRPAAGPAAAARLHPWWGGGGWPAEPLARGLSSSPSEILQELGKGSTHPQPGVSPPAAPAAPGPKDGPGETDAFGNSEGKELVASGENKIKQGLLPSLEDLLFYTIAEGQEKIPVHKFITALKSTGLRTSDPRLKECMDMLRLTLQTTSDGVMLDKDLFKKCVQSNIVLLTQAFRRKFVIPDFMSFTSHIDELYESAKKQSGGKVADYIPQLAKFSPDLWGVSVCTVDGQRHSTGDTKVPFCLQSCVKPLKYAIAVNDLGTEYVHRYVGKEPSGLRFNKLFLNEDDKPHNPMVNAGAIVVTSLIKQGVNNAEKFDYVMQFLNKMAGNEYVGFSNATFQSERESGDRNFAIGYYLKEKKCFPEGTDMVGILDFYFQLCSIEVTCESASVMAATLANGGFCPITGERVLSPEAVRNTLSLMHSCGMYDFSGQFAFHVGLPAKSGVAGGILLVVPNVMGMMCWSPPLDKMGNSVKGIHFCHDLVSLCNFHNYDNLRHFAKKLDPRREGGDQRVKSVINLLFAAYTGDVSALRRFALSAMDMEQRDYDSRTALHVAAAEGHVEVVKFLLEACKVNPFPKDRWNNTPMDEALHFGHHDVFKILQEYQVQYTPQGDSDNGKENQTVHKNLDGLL
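Assay buffer: 45 mM KH2PO4 pH 8.2, 0.02% Tween-20. hKGA acts on L-glutamine (1 mM solution added); product glutamate is reported by an oxidase/peroxidase Amplex Red coupling, with fluorescence taken at baseline and 30 min.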
* hit, by the source's call; i = inactive; ? = inconclusive; / = not tested or not shown; & = joins results of further samples; [ ] = another dose, or the depositor's remark. Unless noted, calls come from the whole dose curve; as a rule, active = well fitted curve in the direction sought with a large enough effect; inconclusive = small, poorly fitted or top-dose-only effect, or another doubt; inactive = no such curve, though single readings can be large; an effect the other way counts as inactive or inconclusive. Potency is the fitted concentration of half-maximal effect. Some of the compounds tested. The share of hits here may be higher or lower than overall.

SMILES | Pin1 inhibitor | G9a inh | JMJD2A Tudor inh | PGK inhibitor | GLS inhibitor | HP1b chromo inh | Pol iota inh | BLM inh | BAZ2B block
CSc1ncccc1C(=O)N1CCCC(CCC(=O)NCc2ccc(F)c(F)c2)C1 (stereo unspecified) | -2% | ? | 7% | -1% | -11% | 43%[activator] | 44%[activator] | 0% | -6%
CCCCn1c(SCC(=O)Nc2ccc3c(c2)OCO3)nc2c1c(=O)n(C)c(=O)n2C | 4% | 20%[59 µM] | 0% | -10% | 2% | 27% | 15% | -2% | /
CCC(=O)N1c2ccccc2C(C)(c2ccccc2)CC1(C)C (stereo unspecified) | ? | -7%[59 µM] | 35% | 5% | 1% | 51%[activator] | -2% | -8% | 2%
COc1cc(/C=C(\NC(=O)c2ccccc2)C(=O)Nc2cccc(O)c2)c([N+](=O)[O-])cc1OC | -1% | 24%[2.33 µM] | -30% | i | 6% | 9% | 7% | 0% | -26%
COCCn1ccc2c(OCC(=O)NCc3ccccc3)cccc2c1=O | 0% | 4% | -16% | -3% | 7% | 6% | 18% | / | -5%
O=C(Nc1ccccc1)c1cccc(N2CCCC2=O)c1 | 9% | ? | -18% | -11% | 5% | 29% | -3% | -2% | -3%
CN(C)C(=O)CSc1nnc(-c2ccncc2)n1Cc1ccco1 | -1% | 6% | -12% | 7% | -1% | 43%[activator] | 24% | 2% | 30%
CCc1nc2ccccc2n1CCCCOc1ccc(C)cc1 | 13% | 2%[59 µM] | 5% | i | -2% | 85%[activator] | 11% | -2% | 57%[activator]
O=C(CN1C(=O)c2ccccc2C1=O)Nc1nnc(C2CCCO2)s1 (stereo unspecified) | 1% | 45µM* | -7% | -1% | 3% | 16% | -24% | -4% | -15%
COc1ccc(N2CCN(S(=O)(=O)c3ccc4c(c3)CC(C)N4C(=O)C3CC3)CC2)cc1 (stereo unspecified) | -5% | 15% | -16% | 0% | 11% | 30% | ? | -4% | -18%
O=C(CSc1nccn1Cc1ccccc1)NCc1ccc(F)cc1 | 4% | -16%[59 µM] | -13% | -5% | -3% | 20%[57 µM] | -2% | -3% | -1%
CCN(CC)c1ccc(/C=N/OCC(=O)N2CCCc3ccccc32)cc1 | 8% | 40µM* | ? | 6% | 7% | ? | 154%[activator] | -7% | ?
N#CCC(=O)Nc1ccc(C(=O)OCC(=O)N=c2sccn2Cc2ccccc2Cl)cc1 | ? | 18%[0.501 µM] | -31% | -9% | 2% | -3% | ? | / | -6%
CN(C)/C=C(\C#N)S(=O)(=O)C(C)(C)C | 0% | 3% | -3% | 0% | 9% | 11% | -22% | -2% | 0%
CCCCC(=O)Nc1ccc(C(=O)OC2CCCCC2)cc1 | -4% | 38%[59 µM] | 10% | -3% | -1% | 52%[activator] | -2% | -12% | 6%
Cc1ccc(NC(=O)c2cnccn2)c(C)c1 | -2% | / | -3% | 0% | -2% | 27% | 19% | -1% | -11%
COc1ccc(NC(=O)Nc2ccc3c(c2)C(=O)N([C@H](C)CO)C[C@H](C)[C@@H](CN(C)C(=O)Nc2ccc4c(c2)OCO4)O3)cc1 | ? | / | ? | 1% | 20% | -11% | 15% | / | /
O=C(c1ccc2c(c1)CCN2S(=O)(=O)c1ccc(Cl)cc1)N1CCN(c2ccccc2F)CC1 | 19% | -6%[59 µM] | -29% | i | -15% | -2% | -1% | -6% | -19%
CC(C)CCN1CCC(CN2CCNC(=O)C2=O)CC1 | 3% | / | 89µM* | i | 3% | 28% | 4% | / | /
Cc1nn(C)c(C)c1S(=O)(=O)N1CCC(C(=O)Nc2ccc3c(c2)OCCO3)CC1 | -3% | 9% | -24% | 2% | -4% | 36% | -4% | -6% | 8%

SMILES | Pin1 inhibitor | G9a inh | JMJD2A Tudor inh | PGK inhibitor | GLS inhibitor | HP1b chromo inh | Pol iota inh | BLM inh | BAZ2B block
O=C(NCCc1ccccc1)C1(c2ccccc2)CC1(Cl)Cl (stereo unspecified) | 0% | -1%[59 µM] | 1% | i | -10% | 42%[activator] | -9% | 1% | 2%
CN(C1CCCCC1)S(=O)(=O)c1cccc(C(=O)Nc2ccccn2)c1 | 6% | 3%[0.501 µM] | -19% | -1% | -1% | 33% | -5% | / | 4%
Cc1ccc2cc(C(c3nnnn3CC3CCCO3)N3CCCC4(CCCCC4)C3)c(=O)[nH]c2c1 (stereo unspecified) | 3% | / | -23% | -10% | 2% | 12% | 35%[activator] | / | /
COc1ccc(-n2c(O)c(C=Nc3ccccc3)c3ccccc3c2=O)cc1 | -2% | -42% | -8% | i | -2% | 61%[activator] | 20% | -3% | -18%
CSc1nnc(-c2cccc(NC(=O)c3ccccc3)c2)n1C | 3% | 50µM* | -3% | -4% | -5% | 25% | -7%[58.9 µM] | 2% | -25%
O=C(N1CCOCC1)N1CCN(c2ccccc2F)CC1 | 0% | -22% | -3% | -5% | 1% | 5% | ? | 1% | -1%
COc1ccc(-c2nn(CCC(=O)O)cc2/C=C2\SC(N)=NC2=O)cc1OC | 29% | ? | ? | -1% | 13% | 25% | -21% | 1% | 56µM*
COc1cc(CNc2ncn[nH]2)ccc1OCc1cccc(C)c1 | 1% | 2% | -14% | 4% | 11% | 31% | 31%[activator] | -3% | -14%
CC1CCc2onc(C(=O)Nc3ccc(Cl)cc3)c2C1 (stereo unspecified) | -4% | -12%[59 µM] | -2% | -10% | 1% | 22% | 14% | -1% | 12%[57.1 µM]
COc1ccc(C(=O)Oc2cc(N)n(S(=O)(=O)c3ccc(C)cc3)n2)cc1 | 17% | 7% | -21% | -5% | -11% | 39% | 9% | -8% | -24%
O=C(COC(=O)c1cc(=O)[nH]c2ccccc12)NC1CCCC1 | -8% | -28% | -9% | -3% | 5% | -6% | 6% | 0% | /
CC(Sc1nnc(N)s1)C(=O)NCc1ccc2c(c1)OCO2 (stereo unspecified) | 0% | 14%[12.7 µM] | -16% | -9% | -2% | 26% | 1% | / | 0%
Cc1ccc(O)c(-c2cc(-c3ccccc3C)[nH]n2)c1 | -14% | ? | -22% | 13% | -16% | 48%[activator] | 43%[activator] | -16% | -6%
O=C(NCc1ccccn1)c1cccs1 | -1% | 8%[59 µM] | -8% | i | 3% | 45%[activator] | 38%[activator] | -1% | -4%
CCCC[C@H]1COCCS(=O)(=O)N1Cc1cccc([N+](=O)[O-])c1 | -6% | 18% | -20% | i | -1% | 32% | 16%&13% | -2% | -11%
Cc1c(-c2ccccc2)nc2ccccc2c1C(=O)OCC(=O)Nc1ncc(C(F)(F)F)cc1Cl | 33%[activator] | ? | -29% | i | 2% | 2% | -15% | -13% | -1%
Cc1nc(N2CCN(c3ccccc3)CC2)[nH]c(=O)c1C | -3% | 0% | -20% | -1% | 3% | 7% | 42%[activator] | 0% | -15%
CN1CCCNc2nc3ccccc3nc21 | -2% | 37%[12.7 µM] | 4% | -3% | 21% | 45%[activator] | 14% | -6% | 25%
CN(CCc1ccccc1)C(=O)c1cccc(NC(=O)Cc2cccc(NC(=O)C3CCN(C(=O)C4CCCCC4)CC3)c2)c1 | 14% | / | -9% | -2% | -2% | 24% | 6% | / | /
Cc1nc2c(C(=O)NCCC(C)C)c[nH]n2c(=O)c1Cl | 2% | ? | -13% | -1% | ? | 21% | 1% | 1% | -3%

SMILES | Pin1 inhibitor | G9a inh | JMJD2A Tudor inh | PGK inhibitor | GLS inhibitor | HP1b chromo inh | Pol iota inh | BLM inh | BAZ2B block
O=C(Oc1ccc(N2C(=O)CCC2=O)cc1)c1ccco1 | -4% | -6%[12.7 µM] | 4% | 3% | 11% | 16% | 17% | 0% | 12%
Cc1ccc(-n2c(SCc3ccccc3F)nc3[nH]ncc3c2=O)cc1C | 1% | -42%[59 µM] | ? | -6% | 3% | 9% | 1% | -6% | -16%
COc1ccc(Cc2nnc(SCC(=O)N3CCCC(C)C3)o2)cc1 (stereo unspecified) | 8% | ? | -4% | i | -1% | 80%[activator] | -1% | 0% | -25%
COc1ccc2cc3cc(C(=O)N4CCN(C5CCCCC5)CC4)oc3nc2c1 | -7% | ? | -10% | -8% | -4% | 41%[activator] | 10% | 2% | -1%
COCCCNC(=O)/C(C#N)=C/c1c(N2CCN(C)CC2)nc2ccccn2c1=O | -2% | 3%[2.33 µM] | -5% | -1% | 14% | 21% | -5% | 0% | -10%
COCCN(C(=O)CSc1nnc(-c2cccc(F)c2)n1N)c1c(N)n(Cc2ccccc2)c(=O)[nH]c1=O | -1% | 10%[0.501 µM] | -5% | 8% | -2% | 46%[activator] | 11% | / | -3%
COc1ccc(OC)c(Nc2nc(N)c([N+](=O)[O-])c(NCc3ccccc3)n2)c1 | 20% | / | 0% | -5% | 1% | 25% | 55%[activator] | -2% | -10%
COC(=O)c1c(N)c(C#N)c2n1CCCCC2 | -5% | 4% | -7% | ? | 7% | 13% | 24% | 0% | 6%
CC(C)(O)c1[nH]c2ccc(C#N)cc2c1C(C)(C)O | -9% | 4% | -27% | -8% | 1% | 19% | 41%[activator] | -1% | -1%
CCn1cc(CNC(=S)Nc2cccc3ccccc23)cn1 | 2% | ? | -16% | -2% | 18% | 22% | -10% | 2% | -10%
Cc1cc(=O)[nH]c(N/N=C/c2ccco2)n1 | 4% | -33%[2.33 µM] | -17% | -4% | 4% | 44%[activator] | 12% | 0% | 7%
COc1ccc(CCN(C(=O)C(F)(F)F)C(C(=O)NC2CCCCC2)c2ccc(C)s2)cc1OC (stereo unspecified) | 10% | 15%[59 µM] | -2% | -5% | 4% | 9% | 17% | 4% | -5%
CC(C)N(CCn1cnc2c([nH]c3ccccc32)c1=O)C(C)C | -5% | / | 1%[11.4 µM] | 0% | -1% | 37% | 12% | -4% | 2%
CCC(C)NC(=O)c1cccc(OCc2c(C)noc2C)c1 (stereo unspecified) | -13% | 23%[12.7 µM] | -2% | -5% | 0% | 32% | 15% | -9% | -29%
COc1ccc2[nH]c3c(c2c1)CCN1C(=O)N([C@@H](C)C(=O)NCc2ccccc2OC)C(=O)[C@]31C | 3% | / | ? | i | 5% | 6% | 16% | -2% | -34%[57.1 µM]
CCc1ccc(NC(=O)C2=CC(c3ccc4c(c3)OCO4)=NS(=O)(=O)N2C)cc1 | 2% | ? | 1% | -4% | 1% | 38% | 24% | -2% | -24%
